Screening results as filed in PubChem BioAssay.
TbREL1 primary: TbREL1 RNA ligase inhibitors, primary screen, biochemical, FRET fluorescence; AID 1117264, 2014; 89,000 compounds, 0.49% hits; RNA-editing ligase 1, mitochondrial (Trypanosoma brucei brucei), P86926; inhibition, % at 9.66 µM; TbREL1 RNA ligation;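 active = inhibition above the mean inhibition across all screened compounds plus 3 SD, cut at about 11% in these data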;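 note: 0% = plate median of test wells and 100% = NSC42067 control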
Target sequence (P86926 whole entry, looked up): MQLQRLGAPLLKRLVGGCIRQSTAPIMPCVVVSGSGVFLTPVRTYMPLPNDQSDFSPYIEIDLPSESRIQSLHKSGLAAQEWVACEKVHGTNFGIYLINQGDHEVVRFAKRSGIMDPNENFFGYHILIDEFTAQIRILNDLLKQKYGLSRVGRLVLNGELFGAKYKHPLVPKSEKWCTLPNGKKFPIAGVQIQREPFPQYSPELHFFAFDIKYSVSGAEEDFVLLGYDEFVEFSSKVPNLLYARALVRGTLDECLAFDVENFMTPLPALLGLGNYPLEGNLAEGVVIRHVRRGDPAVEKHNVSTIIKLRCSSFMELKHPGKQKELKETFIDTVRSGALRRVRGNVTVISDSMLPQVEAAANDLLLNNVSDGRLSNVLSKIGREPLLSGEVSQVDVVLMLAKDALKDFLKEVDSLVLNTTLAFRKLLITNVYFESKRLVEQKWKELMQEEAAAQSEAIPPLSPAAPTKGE
The depositor's hits bear a star. An excerpt. The share of hits here may be higher or lower than overall.

For COc1cc2c3c(c1)-c1c(sn(-c4cc(OC)ccc4OC)c1=S)C(C)(C)N3C(=O)C2=O the results were TbREL1 primary 5.
For C=C[C@@H]1c2cccc(C)c2N(S(=O)(=O)c2ccc(C)cc2)[C@H](c2ccccc2)C1(C#N)S(=O)(=O)c1ccccc1 (some centres not stated) the results were TbREL1 primary -1.
For C[C@@H]1CN([C@@H](C)CO)C(=O)c2cc(Br)cnc2O[C@@H]1CN(C)S(=O)(=O)c1ccc(F)cc1 the results were TbREL1 primary -2.
CCC(C)NC(=O)CCSc1ccc(C)cc1 (configuration not stated) was read as TbREL1 primary 1.
For Cc1cccc(C)c1C(O)c1ncc(-c2ccc(Cl)cc2)[nH]1 (configuration not stated) the results were TbREL1 primary 1.
Screening CC(=O)Nc1ccc(C(=O)NCC(c2ccco2)N(C)C)cc1 (configuration not stated) returned TbREL1 primary 1.
`C=C(C)Cn1c(N2CCCC2)nc2c1c(=O)[nH]c(=O)n2C` gave TbREL1 primary -4.
O=C(COC(=O)c1ccccc1O)NCCCc1ccccc1 was read as TbREL1 primary 2.
O=C1NC(=Nc2ccc3ccccc3c2)S/C1=C/c1ccco1 was read as TbREL1 primary 9.
`Cc1occc1C(=O)N/N=C/c1c(O)ccc2ccccc12` gave TbREL1 primary -7.
Screening O=C(Nc1ccc([N+](=O)[O-])cc1)Nc1cnccn1 returned TbREL1 primary 4.
`COc1ccc(CCC(=O)c2ccc(OC)cc2)cc1` gave TbREL1 primary 0.
Screening Cc1sc2nc(CSC(C)C(=O)N3CCOCC3)[nH]c(=O)c2c1C (configuration not stated) returned TbREL1 primary 1.
`CC(C)(C)[C@H]1CCC(=O)N([C@H](CC#N)Cc2ccccc2)CC1` gave TbREL1 primary 0.
`CCCCCN(C(=O)CCC(=O)OCC(=O)N(CC)C1CCCCC1)c1c(N)n(CCCC)c(=O)[nH]c1=O` gave TbREL1 primary 2.
Screening CCOC(=O)Cc1ccc(NC(=O)c2ccc(C(C)(C)C)cc2)cc1 returned TbREL1 primary 2.
COc1ccccc1NC(=O)NCCN1CCCCC1 was read as TbREL1 primary 0.
`CCCc1nnc(NC(=O)CCC(=O)NCc2ccccc2OC)s1` gave TbREL1 primary -1.
For CC1CCCCC1NC(=O)c1ccc(S(=O)(=O)NCc2ccco2)cc1 (configuration not stated) the results were TbREL1 primary -2.
Screening C=CCn1c(P(C)(=O)O)nc2ccccc21 returned TbREL1 primary 3.

Next section, starting with the last 3 of the part before.
`CCCc1nnc(NC(=O)CCC(=O)NCc2ccccc2OC)s1` gave TbREL1 primary -1.
For CC1CCCCC1NC(=O)c1ccc(S(=O)(=O)NCc2ccco2)cc1 (configuration not stated) the results were TbREL1 primary -2.
Screening C=CCn1c(P(C)(=O)O)nc2ccccc21 returned TbREL1 primary 3.
Screening O=C(CSc1n[nH]c(-c2cccnc2)n1)Nc1ccccc1[N+](=O)[O-] returned TbREL1 primary -2.
For COC(=O)[C@H](CC(C)C)NC(=O)Cn1cnc2c(NCc3ccccc3)ncnc21 the results were TbREL1 primary 7.
Cc1ccc2nc(NCCO)nc(-c3ccccc3)c2c1 was read as TbREL1 primary 0.
Screening Nc1nnnn1CC(=O)OCc1cccc(Br)c1 returned TbREL1 primary 0.
Screening O=C1NCC(Nc2ccc(Cl)cc2)C(=O)N1 (configuration not stated) returned TbREL1 primary 0.
For Cc1cccc(OCC(=O)N(Cc2cccs2)C2CCS(=O)(=O)C2)c1 (configuration not stated) the results were TbREL1 primary 5.
`Cc1cccc(-c2nc(CS(=O)CC(=O)NCCc3ccccc3)c(C)o2)c1` (configuration not stated) gave TbREL1 primary -3.
For Cc1ccc(-c2cc(C(=O)NN=Cc3cccc4ccccc34)[nH]n2)cc1C the results were TbREL1 primary 3.
O=C(O)CCCNC(=O)c1ccc(NC(=O)Cc2ccc(Cl)cc2)cc1 was read as TbREL1 primary 4.
`O=C1CC(c2ccco2)CC(O)=C1C=Nc1ccc(Br)cc1` (configuration not stated) gave TbREL1 primary 1.
Screening COc1ccccc1C(OC(=O)c1ccco1)C(=O)NCc1ccc(F)cc1 (configuration not stated) returned TbREL1 primary 4.
Screening Cc1ccc(NC(=O)Cc2ccc3c(c2)OCCO3)cc1S(=O)(=O)N1CCCCC1 returned TbREL1 primary 9.
`CCc1noc(C)c1C(=O)N(CC)CC(=O)NCc1ccc(Cl)cc1` gave TbREL1 primary 0.
`Cn1cnnc1SCC(=O)Nc1ccc(OC(F)F)cc1` gave TbREL1 primary -3.
Screening CCCn1c(NC(=O)c2ccc(Br)cc2)nc2ccccc21 returned TbREL1 primary 0.
Screening c1nc(NCC2CCCC2)c2cc(-c3ccc4c(c3)OCO4)ccc2n1 returned TbREL1 primary 5.
CC(C)(C)C(=O)CSc1nnc(Nc2ccccc2)s1 was read as TbREL1 primary 2.
For CC(C)S(=O)(=O)c1csc(NC(=O)Nc2cccc([N+](=O)[O-])c2)c1Cl the results were TbREL1 primary 5.
`CC1(C)CC2(CCO1)N1CC3(C)CN2CC(C)(C1)C3O` (configuration not stated) gave TbREL1 primary 2.
For O=C(CN1CCN(S(=O)(=O)c2ccc(F)cc2)CC1)Nc1ccccc1C(=O)NC1CC1 the results were TbREL1 primary -1.
Screening Cc1nc(C)n(CC(O)COc2ccc3ccccc3c2)n1 (configuration not stated) returned TbREL1 primary -3.
O=C(Nc1cc(C(F)(F)F)ccc1N1CCCC1)c1cccnc1 was read as TbREL1 primary -3.
CC(Oc1ccc(Cl)cc1Cl)C(=O)NCCCN1CCOCC1 (configuration not stated) was read as TbREL1 primary 0.
For CCC(=O)N1CCc2cc(S(=O)(=O)N3CCN(C(=O)c4ccco4)CC3)ccc21 the results were TbREL1 primary 0.
`O=C(NCc1ccccn1)Nc1ccc(Br)cc1Cl` gave TbREL1 primary 3.
COc1ccccc1CC(=O)O/N=C(\N)Cc1cccc2ccccc12 was read as TbREL1 primary 3.
`CCOC(=O)NC(Nc1ccc(OC)cc1)(C(F)(F)F)C(F)(F)F` gave TbREL1 primary -3.
Screening COc1ccc(NS(=O)(=O)c2cc(Br)cc3c2N(C(C)=O)CC3)cc1 returned TbREL1 primary 2.
For O=C(c1ccccc1)c1cccn1CC(=O)N1CCc2ccccc2C1 the results were TbREL1 primary 0.
Screening COc1ccc(-c2sc3ccccc3c2-c2cc(OC)ccc2C=O)cc1 returned TbREL1 primary -2.
Screening COc1ccc(NS(=O)(=O)c2ccc(S(=O)(=O)N3CCOCC3)cc2)cc1 returned TbREL1 primary 2.
For COc1ccc(N(Cc2ccccc2)S(=O)(=O)c2ccc(C)cc2)cc1 the results were TbREL1 primary 1.
For CCCNC(=S)N1CCC(NC(=O)Nc2ccc(C)cc2)CC1 the results were TbREL1 primary -3.
For COc1ccc(-c2cc3cc(-c4cc(OC)c(OC)c(OC)c4)ccc3o2)cc1 the results were TbREL1 primary 1.
Screening O=C(Nn1cc(C(=O)N2CCN(c3ccccc3F)CC2)c2ccccc2c1=O)c1cnccn1 returned TbREL1 primary 13*.
COC(=O)/C(=N\Nc1ccc(Cl)cc1)Sc1nnc(-c2ccc(OC)cc2)n1C was read as TbREL1 primary -4.
Cn1c(NC(=O)c2ccccc2F)cc(=O)n(C)c1=O was read as TbREL1 primary -1.
Screening CCOC(=O)C(Cc1ccccc1)C(=O)Nc1nccs1 (configuration not stated) returned TbREL1 primary -3.
O=C1/C(=C/c2ccco2)N=C(N2CCCCC2)N1c1ccccc1 was read as TbREL1 primary -2.
C#CCOCCOCCOCCNc1nc(N2CCOCC2)nc(N2CCN(C(=O)CCCCCCCCCCNC(=O)Cn3cc(CCCCCN)nn3)CC2)n1 was read as TbREL1 primary 9.

Of the compounds above, these have bromine.
For C[C@@H]1CN([C@@H](C)CO)C(=O)c2cc(Br)cnc2O[C@@H]1CN(C)S(=O)(=O)c1ccc(F)cc1 the results were TbREL1 primary -2.
Screening Nc1nnnn1CC(=O)OCc1cccc(Br)c1 returned TbREL1 primary 0.
`O=C1CC(c2ccco2)CC(O)=C1C=Nc1ccc(Br)cc1` (configuration not stated) gave TbREL1 primary 1.
Screening CCCn1c(NC(=O)c2ccc(Br)cc2)nc2ccccc21 returned TbREL1 primary 0.
`O=C(NCc1ccccn1)Nc1ccc(Br)cc1Cl` gave TbREL1 primary 3.
Screening COc1ccc(NS(=O)(=O)c2cc(Br)cc3c2N(C(C)=O)CC3)cc1 returned TbREL1 primary 2.

Next records.
COc1ccc(C(=O)C2CCN(C(=O)Nc3ccccc3C)CC2)cc1 was read as TbREL1 primary -3.
CCCn1c2ccccc2c2nnc(SCC(=O)Nc3cc(C)on3)nc21 was read as TbREL1 primary -2.
For CCCC[C@H]1C2CC(OC(=O)Nc3cccc(Br)c3)C(C2)[C@H]2CCCCN21 (some centres not stated) the results were TbREL1 primary 0.
Cc1ccc(OCC(=O)Nc2ccc3oc(=O)ccc3c2)cc1 was read as TbREL1 primary 2.
`C=CCn1c(SCc2c(Cl)cccc2Cl)nnc1-c1cccc(C)c1` gave TbREL1 primary 4.
Screening Cc1cnc(NC(=O)c2ccco2)s1 returned TbREL1 primary 6.
COc1ccc(C(C)=O)cc1CSCc1cc(C(C)=O)ccc1OC was read as TbREL1 primary -3.
`CSc1nsc(SCC(=O)Nc2ccccc2)n1` gave TbREL1 primary 4.
`c1ccc(CCSc2nnc(-c3cccnc3)n2Cc2ccccc2)cc1` gave TbREL1 primary -2.
Screening COc1ccc(OC)c(NC(=O)COC(=O)CCC2CCCC2)c1 returned TbREL1 primary -3.
For CC1(C)CC2CC(C)(CN2C(=O)c2ccc([N+](=O)[O-])cc2)C1 (configuration not stated) the results were TbREL1 primary 5.
CCN(C(=O)COC(=O)c1nn(-c2ccccc2)c(=O)c2ccccc12)C1CCS(=O)(=O)C1 (configuration not stated) was read as TbREL1 primary 3.
For CC(=O)c1sc(N)nc1C the results were TbREL1 primary 2.
Screening COc1ccc2c(c1)C(=O)N(c1ccccc1OC)C(=O)C2(C)C returned TbREL1 primary -4.
O=C(COc1ccccc1Cl)Nc1ccc2c(c1)OCO2 was read as TbREL1 primary 0.
For O=C(O)c1ccc2c(c1)C(=O)N(c1cccc(C(=O)/C=C/c3ccccc3)c1)C2=O the results were TbREL1 primary 4.
For CC1CCN(CC(=O)N2c3ccccc3CCc3ccccc32)CC1 the results were TbREL1 primary 4.
For CCc1ccc(-c2cc(C(=O)NN3CCOCC3)c3ccccc3n2)cc1 the results were TbREL1 primary -2.
Screening CC(=O)Nc1ccc2c(c1)ncn2C returned TbREL1 primary -1.
`O=C(CSc1ccc(-c2cccnc2)nn1)Nc1ccccc1` gave TbREL1 primary -2.
Screening CC(=O)Nc1ccc(S(=O)(=O)NCCC(=O)OCC(=O)NCc2ccccc2)cc1 returned TbREL1 primary -2.
`O=[N+]([O-])c1cccc(S(=O)(=O)Nc2ccc(S(=O)(=O)NCC3CCCO3)cc2)c1` (configuration not stated) gave TbREL1 primary 3.
Screening CC(=O)OCCC(CC(C)C)NC(=O)[C@H](CC(C)C)NC(=O)OCc1ccccc1 (some centres not stated) returned TbREL1 primary -2.
For Cc1c(C(=O)O)[nH]c2c1C(=O)CC(c1ccccc1)C2 (configuration not stated) the results were TbREL1 primary 2.
`C=CCOn1c(=O)c(=O)n(OCc2ccccc2)c2ccccc21` gave TbREL1 primary 2.
Screening NC(=O)NC(CC(=O)Nc1cccnc1)c1cccc(Br)c1 (configuration not stated) returned TbREL1 primary 1.
COc1ccc(-n2nc(C(=O)NCC(=O)N3CCC(C)CC3)c3ccccc3c2=O)cc1Cl was read as TbREL1 primary -3.
For COc1ccc(C(=O)Nc2ccc(S(=O)(=O)Nc3nccnc3OC)cc2)cc1OC the results were TbREL1 primary 2.
`Cc1ccc(-n2ncc(C(=O)NCc3ccc4c(c3)OCO4)c2NC(=O)c2ccco2)cc1C` gave TbREL1 primary -1.
`CCN1CCN(S(=O)(=O)c2ccc3c4c(cccc24)C(=O)N3CC)CC1` gave TbREL1 primary 1.
Screening O=c1c(/C=N/O)coc2ccc3ccccc3c12 returned TbREL1 primary 1.
`O=C(OCC#CCSc1nnc(-c2ccccc2Cl)o1)c1ccc(F)cc1` gave TbREL1 primary 6.
`CCCCSc1nnc2c(n1)OC=Nc1ccccc1-2` gave TbREL1 primary 2.
For O=C(COC(=O)c1ncc(Cl)c(Cl)c1Cl)NC1CCCCCC1 the results were TbREL1 primary -3.
`O=C(Cc1cccc2ccccc12)Nc1ccc(O)cc1C(=O)O` gave TbREL1 primary 2.
`CCc1c(C)nc(SCCOc2ccc(OC(C)C)cc2)[nH]c1=O` gave TbREL1 primary 0.
Screening COCCCNC(=O)c1cc(S(=O)(=O)N2CCOCC2)ccc1SCc1cccc(OC)c1OC returned TbREL1 primary 6.
Screening CCNCCNc1ccc(Cl)cc1[N+](=O)[O-] returned TbREL1 primary 1.
For COc1ccc(C(=O)CSc2nnc(-c3ccccc3)n2-c2ccc(Cl)cc2)cc1 the results were TbREL1 primary -3.
Screening Cc1ccc(OCC(=O)O/N=C(\N)c2cccc([N+](=O)[O-])c2)cc1C returned TbREL1 primary 1.

3 compounds from above, ordered by length of the SMILES, ascending.
`O=C(OCC#CCSc1nnc(-c2ccccc2Cl)o1)c1ccc(F)cc1` gave TbREL1 primary 6.
For COc1ccc(C(=O)CSc2nnc(-c3ccccc3)n2-c2ccc(Cl)cc2)cc1 the results were TbREL1 primary -3.
Screening COCCCNC(=O)c1cc(S(=O)(=O)N2CCOCC2)ccc1SCc1cccc(OC)c1OC returned TbREL1 primary 6.

Going on with the list.
`O=C(NNC(=O)c1ccccc1O)c1ccco1` gave TbREL1 primary 3.
Screening C=CCn1c(SCC(=O)O)nnc1-c1cccc(Cl)c1 returned TbREL1 primary 0.
CCN(C(=O)COC(=O)/C=C/c1cccc([N+](=O)[O-])c1)c1c(N)n(Cc2ccccc2)c(=O)[nH]c1=O was read as TbREL1 primary -3.
`N#Cc1ccccc1S(=O)(=O)N1CCN(C(=O)[C@H](Cc2ccccc2)NC(=O)c2ccco2)CC1` gave TbREL1 primary 3.
For CCOC(=O)C1(Cc2cccc(OC)c2)CCN(Cc2csc(C(C)=O)c2)CC1 the results were TbREL1 primary 0.
